VLA-4 inh = inhibition in a human VLA-4 binding assay; P13612; hit rate 0.2% among 330,000; VLA-4 expressing cells, ligand binding flow cytometry; inhibition, % (about 7 µM as worked out from the volumes in the protocol); in the data active = inhibition above about 50%
Target sequence (P13612 whole entry, looked up): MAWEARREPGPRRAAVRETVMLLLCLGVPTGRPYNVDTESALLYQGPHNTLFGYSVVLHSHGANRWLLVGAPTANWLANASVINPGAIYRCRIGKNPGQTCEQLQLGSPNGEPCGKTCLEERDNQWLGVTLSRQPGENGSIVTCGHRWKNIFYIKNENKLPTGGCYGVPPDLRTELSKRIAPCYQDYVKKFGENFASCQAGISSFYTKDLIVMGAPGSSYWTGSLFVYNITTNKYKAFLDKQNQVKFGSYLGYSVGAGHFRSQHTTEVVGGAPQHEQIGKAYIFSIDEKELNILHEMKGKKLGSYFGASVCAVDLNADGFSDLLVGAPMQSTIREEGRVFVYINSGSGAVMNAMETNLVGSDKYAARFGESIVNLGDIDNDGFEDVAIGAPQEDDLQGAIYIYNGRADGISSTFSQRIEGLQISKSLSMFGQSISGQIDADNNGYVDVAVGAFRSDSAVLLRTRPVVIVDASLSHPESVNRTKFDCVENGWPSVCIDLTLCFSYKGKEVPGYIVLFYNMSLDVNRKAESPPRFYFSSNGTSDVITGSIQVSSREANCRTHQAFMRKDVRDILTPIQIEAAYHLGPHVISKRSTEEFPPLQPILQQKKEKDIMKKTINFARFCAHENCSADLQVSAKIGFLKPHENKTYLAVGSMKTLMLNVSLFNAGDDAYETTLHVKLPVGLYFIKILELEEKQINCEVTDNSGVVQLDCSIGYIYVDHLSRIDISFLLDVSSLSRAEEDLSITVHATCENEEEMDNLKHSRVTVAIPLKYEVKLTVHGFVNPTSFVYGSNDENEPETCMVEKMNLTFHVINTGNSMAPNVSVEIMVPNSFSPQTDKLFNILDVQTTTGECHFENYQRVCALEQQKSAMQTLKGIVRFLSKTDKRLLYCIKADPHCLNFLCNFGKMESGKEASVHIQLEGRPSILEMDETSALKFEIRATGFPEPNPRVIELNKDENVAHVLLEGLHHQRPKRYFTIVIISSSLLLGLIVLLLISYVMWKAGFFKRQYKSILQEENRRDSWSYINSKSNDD
CIT2-GFP yeast = alters CIT2-GFP fluorescence in TOR pathway yeast screen. S. cerevisiae CIT2-GFP strain, flow cytometry, 3 h; 100 means same as DMSO wells. GFP response vs DMSO, % at 10 µM. hit rate 0.065% among 320,000. AID 2029;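 active = GFP response relative to DMSO above a set limit, near the screen mean plus 3 SD, cut at about 150% in these data; inconclusive = Fewer than 70 cells measured for a yeast strain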;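 also: ratio of well median GFP fluorescence to mean of DMSO wells on the plate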
AGP1 TOR yeast = alters AGP1-GFP fluorescence in TOR pathway yeast screen | hit rate 0.02% among 320,000 | GFP response vs DMSO, % at 10 µM | S. cerevisiae AGP1-GFP multiplex flow cytometry, 3 h; GFP as percent of DMSO wells | AID 2066;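 active = GFP response relative to DMSO above a set limit, near screen average plus 3 SD, cut at about 150% in these data; inconclusive = fewer than 70 cells counted for the yeast strain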;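 also: median GFP channel fluorescence of the gated AGP1 strain per well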
GLD-1 TGE inh = GLD-1-TGE RNA interaction inhibition (C. elegans). hit rate 0.44% among 320,000. purified GLD-1 + fluorescein TGE RNA, fluorescence polarization. inhibition, % at 5.96 µM;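 active = percent inhibition above a per-plate cutoff, the plate mean of test compounds plus 3 SD, cut at about 30% in these data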;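 also: 0% = DMSO wells with GLD-1 and probe and 100% = wells lacking GLD-1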
GRK2 inh = inhibitors of human GRK2 displacing RNA aptamer. hit rate 0.59% among 330,000. bead flow cytometry, FAM-aptamer displacement from GRK2. inhibition of aptamer binding, % at 10 µM;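 active = inhibition of aptamer binding above 40%, roughly 3 SD of noise, on plates passing a quality check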;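 also: median bead fluorescence of bound FAM aptamer so fluorescent compounds give negative values; no value below 0 was filed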
Fam108B counter = counter-screen for RBBP9 inhibitors: inhibitors of mouse Fam108B; recombinant Fam108B, FP-Rh probe fluorescence polarization; inhibition, % at 9.51 µM; hit rate 0.33% among 300,000; AID 1947;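 active = inhibition above the screen mean inhibition plus 3 SD, computed separately per campaign, cut at about 18% in these data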;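 also: inhibitors lower polarization as less probe binds the enzyme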
MEX-5 binding = C. elegans MEX-5 TCR-2 RNA binding activity | hit rate 0.38% among 300,000 | activity score (negative = inhibition of binding), % at 10 µM | AID 1832 | MEX-5/FITC-TCR2 RNA binding, fluorescence polarization; stronger effect = lower value;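 active = inhibition past about -25% in most replicates, and total fluorescence under double the plate's negative control median, limit read from the data; inconclusive = replicates evenly split on the limit, or fluorescence at least double controls; inactive = too little inhibition in most replicates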;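 also: 0% = DMSO and -100% = 5 µM competing unlabeled TCR2 RNA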
MCL1 BIM primary = disrupts human MCL1 binding to BIM-BH3 peptide; GST-MCL1 / FITC-Bim-BH3 fluorescence polarization; hit rate 0.68% among 320,000; Q07820; inhibition, % at 10.9 µM; AID 2057;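 active = inhibition above the mean inhibition of all tested compounds plus 3 SD, set per campaign, cut at about 40% in these data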;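 also: 0% = DMSO wells and 100% = unlabeled Bim-BH3 peptide control; higher means more loss of mP so more displacement of Bim peptide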
Bcl-xL primary = blocks human Bcl-xL binding to Bim BH3 peptide. Q07817. hit rate 0.7% among 320,000. inhibition, % at 10.9 µM. GST-Bcl-xL / FITC-Bim BH3 peptide fluorescence polarization;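 active = inhibition above the mean of all tested compounds plus 3 SD, cutoff set per campaign, cut at about 30% in these data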;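 also: 0% = DMSO wells and 100% = unlabeled Bim-BH3 peptide competitor; inhibitors lower millipolarization by displacing the labeled peptide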
The depositor's hits bear a star; ? = inconclusive; / = no result given; [ ] = dose if it differs, or a comment. This is a random part of the collection; 2.2% or so of the library scored in one or more.

Below each compound – MCL1 BIM primary, GRK2 inh, CIT2-GFP yeast, VLA-4 inh, Bcl-xL primary, MEX-5 binding, Fam108B counter, GLD-1 TGE inh, AGP1 TOR yeast
CSc1nsc(SC)c1C(=O)Nc1ccc(C)cc1
    0, 4, 101, 2, -3, 1.8, -1, -5, 98
CCCCNC(=S)N1CCN(c2nc3ccccc3s2)CC1
    2, 2, 99, 44, 0, 0.7, -3, -1, 88
COc1ccc(C(=O)Nc2cccc(C(=O)O)c2)cc1S(=O)(=O)N1CCCC1
    -2, 11, 107, -4, 3, -2.7, 0, 6, 101
CC12CCC(C(=O)N3CCN(C(c4ccccc4)c4ccccc4)CC3)(OC1=O)C2(C)C (centres undefined)
    -1, 0, 100, 10, 2, 0.7, -3, 10, 98
Cc1cccc(NC(=O)CCC(=O)Nc2nnc(C(F)(F)F)s2)c1
    0, 0, 109, 20, 1, 1.1, -1, 5, 128
CCN(CC)C(=O)C(=O)N/N=C/c1cccc(Br)c1
    7, 0, 98, -1, 1, 1.5, -2, 8, 95
COc1cccc(OC)c1C(=O)Nc1cccc(C(C)=O)c1
    2, 2, 97, 3, -2, 2.3, -4, -1, 103
CC(=O)Cc1nsc(NC(=O)c2ccc(-c3ccccc3Cl)o2)n1
    6, 1, 93, -9, 0, 1.6, -6, -1, 98
CN(C)CCNCc1ccccc1OC1CCCC1
    1, 0, 113, 0, 1, -1.3, -1, -8, 110
CC(Cc1ccccc1)C(=O)NCc1ccccn1 (centres undefined)
    -4, /, /, /, -4, 1.8, 3, -3, /
COc1cc(C2Nc3ccc4ncccc4c3C3=C2C(=O)CCC3)cc(OC)c1O (centres undefined)
    16, 0, 102, -4, 15, -0.8, 1, 6, 107
COc1ccccc1-n1cnc2cc(NC(=O)c3ccco3)ccc21
    3, 4, 98, 0, 6, -0.6, 11, 10, 99
O=S(=O)(c1ccc2ccccc2c1)N1CCN(S(=O)(=O)N2CCCCC2)CC1
    8, 4, 95, 1, -1, 1.7, -2, -11, 99
COc1ccc(CCNC2=C(Cl)C(=O)N(CCc3ccc(OC)c(OC)c3)C2=O)cc1OC
    0, 0, 88, 4, 8, 0.4, 0, 2, 95
CC1(C)Cc2c(c(=S)nc(-c3ccccc3)n2CCN2CCOCC2)CO1
    3, 1, 101, 15, 4, 4.5, 2, -1, 108
Cc1ccnc(N2CCC(C(=O)Nc3ccc4c(c3)OCCO4)CC2)n1
    2, 0, 114, 3, 5, 0.3, -3, -2, 94
Cn1c(=O)c2cc(S(=O)(=O)NCCC(=O)NCCC3=CCCCC3)ccc2n(C)c1=O
    3, 2, 99, -2, 3, -3.2, 3, 3, 95
CC[C@@H](C)[C@@H](C(=O)N1CCN(C(=O)OC(C)(C)C)CC1)n1cc(CCCN=C(NC(=O)OC(C)(C)C)NC(=O)OC(C)(C)C)nn1
    0, /, /, /, 0, 2.4, 3, -1, /
CCC1CN(C(=O)NCc2ccc(C)cc2)c2cc(Cl)ccc2O1 (centres undefined)
    /, 0, 96, 4, /, 0.2, /, /, 98
CC(=O)Nc1ccc(NC(=O)CCC(=O)NCCO)cc1
    4, 2, 101, 2, -1, -2.3, 1, -3, 96
CCN(C(=O)CN1C(=O)c2ccc([N+](=O)[O-])cc2C1=O)C1CCS(=O)(=O)C1 (centres undefined)
    -4, 0, 105, 5, -5, -0.4, 2, -4, 103
COc1ccc(C(=O)N2c3ccccc3C(=O)OC2c2ccc3c(c2)OCO3)cc1 (centres undefined)
    3, 3, 102, -5, -2, -1.1, 5, 0, 98
O=C(c1cc(N2C(=O)C3C4CCC(C4)C3C2=O)ccc1Cl)N1CCN(c2ccccc2)CC1 (centres undefined)
    15, 2, 113, 4, 6, -0.9, 3, 2, 90
O=C(O)C1CC=C(Cl)CC1C(=O)NCc1ccccc1 (centres undefined)
    3, 0, 98, -14, 0, -1.7, 1, 2, 102
O=C(Nc1ccc(N2CCOCC2)cc1N1CCOCC1)c1ccco1
    -1, 3, /, -1, -1, 0.5, -5, -4, 102
Cc1ccccc1NC(=O)c1ccc(CSc2ncccn2)cc1
    5, 0, 94, 7, 3, 0.3, -3, 3, 93
O=C(N1CCN(c2ccccc2)CC1)C1(S(=O)(=O)c2ccc(Cl)cc2)CC1
    -1, 1, 99, -4, 3, -1.2, -4, 3, 101
CNc1sc(C(=O)c2ccc(F)cc2)c(N)c1-c1nc2ccccc2s1
    25, 0, ?, -60, 24, 2.5, 13, 9, 42[may fluoresce violet]
O=C(Nc1nc2ccc(Cl)cc2s1)c1ccc(Br)o1
    -2, 0, 98, -7, -1, -6.3, -6, -4, 93
O=C(O)c1cc(Cl)ccc1NC(=O)C1CCCO1 (centres undefined)
    11, 1, 106, 7, -2, -2.5, 0, -6, 101
CCN(C(=S)Nc1ccc(OC(F)F)cc1)C1CCCCC1
    2, 1, 101, 2, 1, 0.8, 1, -10, 103
COc1ccc(OCC(=O)NNC(=S)NC(=O)c2ccc(Br)o2)cc1
    12, 4, 103, 5, 11, -0.8, 1, -1, 101
COc1ccc(NC(=O)NNC(=O)COc2ccc(Cl)cc2C)cc1OC
    2, 4, 95, 17, 2, 2.0, 2, -3, 91
CCc1ccc(C(=O)Nc2ccc3c(c2)n(C)c(=O)n3C)cc1
    -11, 0, 93, 4, 2, -1.7, 3, 2, 94
Cc1sc2nc(CSCC(=O)Nc3ccc(N4CCOCC4)cc3)[nH]c(=O)c2c1C
    -3, 1, 113, -9, -2, -0.7, 3, -4, 111
O=C(COc1cccc(C(F)(F)F)c1)Nc1ccc2[nH]ncc2c1
    13, 15, 104, 2, 3, 1.1, -2, 4, 101
C=CCN1C(=O)c2ccc(C(=O)N(CC)CC(=O)Nc3cc(Cl)ccc3C)cc2C1=O
    -5, 2, 96, -24, -2, -1.9, 3, -5, 102
CCOc1ccccc1Nc1ccnc2cc(Cl)ccc12
    1, 0, 97, -6, 2, -2.4, 0, 6, 105
COc1cc2c(cc1OC)CN(C(=O)CSc1nc(C)cc(C)c1C#N)CC2
    6, 2, 96, 15, 11, -4.2, 5, 5, 98
COc1ccc(C2(CNC(=O)/C=C/c3ccco3)CCCC2)cc1OC
    1, 1, 104, /, -1, 1.5, 0, 0, 108
CCOc1ccc(N2C(=O)CC(Sc3nc(C)cc(C)c3C#N)C2=O)cc1 (centres undefined)
    4, 2, 106, 1, 4, 5.1, -5, 0, 110
CCN(CC(=O)Nc1c(F)cccc1F)C(=O)CC1CCCC1
    5, 0, 106, 7, 2, -0.1, 2, -4, 97
O=C(c1ccccc1)n1c(=O)c(F)cn(COCCBr)c1=O
    7, 2, 98, 9, 3, -1.6, -1, 10, 102
FC(F)(F)c1cccc(Cc2noc(CN3CCSCC3)n2)c1
    9, 0, 99, -8, 9, -1.3, 0, -4, 108
O=C(CCN1C(=O)c2ccccc2C1=O)NCCN1CCOCC1
    2, 2, 92, 5, 1, -0.2, -1, -3, 96
CN(CC(=O)Nc1ccc(Cl)cc1)C(=O)Cn1[nH]c(=O)c2ccccc2c1=O
    0, 0, 97, 17, 0, 1.6, 1, 2, 105
CCOc1ccc(S(=O)(=O)NCCC(=O)NCCCSc2ccccc2)cc1
    3, 0, 96, -3, 1, 4.0, -1, 14, 101
CC(C)(C)c1ccc(C(=O)Nc2cccnc2)cc1
    -3, 4, 102, -14, 1, 0.5, -1, -2, 98
CC(C)(C)C1CCc2onc(C(=O)NC3CCCC3)c2C1 (centres undefined)
    0, 0, 104, 3, 1, -0.3, -1, 3, 108
O=C(Nc1cccc([N+](=O)[O-])c1)C1C2CCCCC21 (centres undefined)
    /, 0, 101, -12, /, -0.5, /, /, 93
Cc1cc(C)nc(NNC2=CC(=O)CC(C)(C)C2)n1
    0, 0, 99, -5, 5, -66*, 2, 1, 95
Cc1nccn1Cc1ccccc1
    4, 0, 113, -9, 6, 0.0, 7, -6, 90
CC1CCN(C(=O)C(=O)c2cn(CC(=O)N3CCCC3)c3ccccc23)CC1
    2, 0, 159*, 10, 3, -2.5, 1, -2, 104
CCC(C)n1ncn(-c2ccc(N3CCN(c4ccc(O)cc4)CC3)cc2)c1=O (centres undefined)
    5, 0, 91, -10, 11, 2.2, -2, 3, 96
CNc1c(NS(=O)(=O)c2cc(Cl)ccc2OC)c(=O)oc2ccccc12
    0, 6, 94, 4, 2, -0.2, 0, -1, 92
CC(=O)Nc1ccc(S(=O)(=O)N(C)CC(=O)OCC(=O)N2CCc3ccccc32)cc1
    -13, 1, 111, 12, -2, 1.1, 1, -10, 108
O=C(CNC(=O)C1CCCCC1)NCCCO
    -8, 0, 97, -4, -5, 0.4, 0, -4, 98
Cc1ccc(Cl)c(N/C=C/C(=O)c2ccccc2)c1
    0, 0, 104, 19, 2, -1.2, -5, -5, 101
NNc1nc(Nc2ccccc2)nc(Nc2ccccc2)n1
    -1, 0, 89, 3, -1, 1.8, -10, 6, 96
CS(=O)(=O)c1cccc(C(=O)OCC(=O)NCc2cccs2)c1
    -4, 1, 92, 23, -1, /, /, -3, 102

New compounds follow
Below each compound – MCL1 BIM primary, GRK2 inh, CIT2-GFP yeast, VLA-4 inh, Bcl-xL primary, MEX-5 binding, Fam108B counter, GLD-1 TGE inh, AGP1 TOR yeast
O=C(NN=C1CCCCCCC1)c1ccc2ccccc2n1
    8, 0, 94, 12, 0, -1.8, 0, 4, 102
Cc1cccc(CCN(C(=O)c2csnn2)C(C(=O)NC2CCCC2)c2ccco2)c1 (centres undefined)
    4, 0, 104, 6, 4, -1.0, -4, -3, 104
CC(=O)N(CCN1CCOCC1)Cc1cc2cc3c(cc2nc1Cl)OCO3
    8, 2, 101, 6, 10, 1.9, 1, -3, 100
Oc1ccc(/C=N/Nc2ccc(C(F)(F)F)cn2)c(O)c1
    19, 1, 91, 5, 9, 2.0, 8, 2, 82
CN(C)c1ccc(NC(=O)CCN2CCN(c3ccccn3)CC2)cc1
    2, 11, 97, 9, 5, 0.1, -1, -4, 100

Screens deposited in PubChem by several laboratories.
